Compound activity: PubChem BioAssay, National Center for Advancing Translational Sciences (NCATS)
HepG2 tox: HepG2 cytotoxicity, counter-screen for TGF-b inhibitors. AID 588856. HepG2 CAGA-GFP viability, ATP luminescence, 18 h. hit rate 0.76% among 410,000. Potency, µM (series often up to 46.1 µM), for inactives: top-dose activity change, negative = cytotoxicity, actives largely listed as cytotoxic; note: potency is the fitted concentration of half-maximal effect; some results filed as inactive show a strong effect at the top dose
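HepG2 CAGA-GFP cells (1000/well, DMEM with 1% FBS) received compound, then TGF-beta at 500 pg/mL final, and were incubated 18 hours at 37 degrees C. Viability was read by CellTiter-Glo luminescence. Media-only wells were set as complete cell-killing and DMSO as no toxicity.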
MCF10A rerep: inducers of DNA re-replication in MCF 10A breast cells; MCF 10A DNA re-replication, Hoechst nuclear intensity, 48 h; Potency, µM (highest dose often 46.1 µM), without a hit: top-dose activity, positive = re-replication, usual class: activators; hit rate 2.9% among 350,000; AID 624296; note: potency is the fitted concentration of half-maximal effect; % of control where 0% means no effect; nearly all actives have a fitted effect of over 50% in size
HT1080 IDH1KD tx: kills HT-1080 cells with IDH1 knockdown; HT-1080 IDH1 knockdown viability, ATP luminescence, 48 h; AID 686971; Potency, µM (titrated, usually from 46.1 µM), inactives show at the highest dose activity, negative = toxicity, most hits filed as cytotoxic; hit rate 2% among 360,000;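 note: potency is the fitted concentration of half-maximal effect; 0% = DMSO wells and -100% = cell-free medium wells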
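IDH1KD HT-1080 cells, 750/well, RPMI + 5% FBS; compound pinned after 2 h settling; 48 h, 37 °C; CellTiter-Glo luminescence; % activity normalised to DMSO and no-cell wells; curves fitted, classed by r2 and efficacy.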
IL-1B inflam inh: inhibitors of inflammasome signaling (IL-1 beta secretion). THP-1 LPS/ATP IL-1B secretion, AlphaLISA, 16 h; stronger effect = lower value. activity change, % at 57.5 µM. hit rate 4.7% among 360,000. AID 743279; in the data active = activity change below about -50%; inconclusive = mostly about -30% to -49%; note: % is set by controls: 0 for no effect and ±100 for the full control effect
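THP-1 cells pretreated 1 hr with compounds (up to 57.5 uM final), then stimulated with LPS (250 ng/mL final) plus ATP (1.25 mM final); secreted IL-1B measured by AlphaLISA after 16 hr, decreased signal indicating inhibition.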
ATXN2 expr inh: reduces ATXN2 reporter expression in HEK-293 cells; AID 1745845; hit rate 0.72% among 360,000; HEK-293 ATXN2-luciferase reporter, luminescence, 24 h; Potency, µM (top dose mostly 57 µM), without a hit: at the top dose activity change, negative = inhibition, usual class: inhibitors; note: potency is the fitted concentration of half-maximal effect; % is set by controls: 0 for no effect and ±100 for the full control effect; nearly all actives have a fitted effect of over 55% in size
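ATXN2-luciferase reporter cells (luciferase flanked by upstream and downstream ATXN2 gene portions) were treated 24 h at 37 °C with compounds at up to 57 uM. SteadyGlo luminescence gave expression; GF-AFC fluorescence gave viability.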
KB-3-1 tox: KB-3-1 parental cell cytotoxicity; hit rate 1.4% among 400,000; AID 1347075; Potency, µM (doses to about 46.1 µM), inactives show top-dose activity change, negative = cytotoxic, usual class: cytotoxic; KB-3-1 viability, CellTiter-Glo ATP luminescence, 72 h; note: potency is the fitted concentration of half-maximal effect; % is set by controls: 0 for no effect and ±100 for the full control effect; nearly all actives have a fitted effect of over 60% in size
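Cytotoxicity measured as CellTiter-Glo luminescence after 72 h at 37 C. Compound titrations were pinned onto drug-naive KB-3-1 parental adenocarcinoma cells grown in DMEM with 10% FBS, and normalized data fitted to concentration-response curves.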
S2 tox: viability counter-screen for ATXN expression inhibitors; Potency, µM (highest dose often 56.7 µM), hits mostly cytotoxic; hit rate 0.49% among 400,000; S2 cells (HEK-293 line with an ATXN2-luciferase reporter) viability, CellTiter-Fluor protease fluorescence, 24 h; AID 651635; note: potency is the fitted concentration of half-maximal effect; nearly all actives have a fitted effect of over 40% in size
SW480 rerep: induces DNA re-replication in SW480 colon adenocarcinoma cells | SW480 DNA re-replication, Hoechst DNA content imaging, 48 h | Potency, µM (doses to about 46.1 µM), for the others: at the top dose re-replication activation, most hits filed as activators | hit rate 1.8% among 340,000 | AID 624297; note: potency is the fitted concentration of half-maximal effect; % of control where 0% means no effect; nearly all actives have a fitted effect of over 55% in size
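Treated cells incubate 48 hr (37 C, 5% CO2), are stained 40 min with Hoechst, and nuclear fluorescence is enumerated; a rise in nuclei with high DNA signal marks re-replication.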
HT1080NT lethal: kills 2HG-producing HT-1080-NT fibrosarcoma cells. Potency, µM (top dose mostly 46.1 µM), without a hit: at the highest dose activity, negative = less viability, actives largely listed as cytotoxic. HT-1080-NT fibrosarcoma viability, CellTiter-Glo ATP luminescence, 48 h. hit rate 1.6% among 360,000. AID 686970;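 note: NT is the 2HG producing partner of a matched IDH1 knockdown line; potency is the fitted concentration of half-maximal effect; 0% = DMSO-treated cells and -100% = media-only wells without cells; nearly all actives have a fitted effect of over 55% in size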
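HT-1080-NT; 750 cells/well; 5% FBS RPMI; 48 h compound, 37 degrees C; CellTiter-Glo luminescence; curve fitting and curve-class assignment.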
* = called active by the depositor; i = inactive; ? = inconclusive; . = not tested or not shown; & = joins results of further samples; [ ] = dose if it differs, or a comment. Unless noted, calls come from the whole dose curve; as a rule, active = well fitted curve in the direction sought with a large enough effect; inconclusive = small, poorly fitted or top-dose-only effect, or another doubt; inactive = no such curve, though single readings can be large; an effect the other way counts as inactive or inconclusive.

Fields – HepG2 tox | MCF10A rerep | HT1080 IDH1KD tx | IL-1B inflam inh | ATXN2 expr inh | KB-3-1 tox | S2 tox | SW480 rerep | HT1080NT lethal
COc1ccc(CCNC(=O)CSc2ccc3nnc(CCNC(=O)c4ccccc4)n3n2)cc1OC
    -2.6% | -2.4% | -10.5% | 0.8 | 4.2% | . | i | 0.8% | -0.7%
COc1ccc(NC(=O)CN(C)C(=O)CCNC(=O)Nc2ccccc2)cc1
    10.8% | -1.5% | -0.2% | 13.8 | 0.2% | -2.8% | i | 6.6% | -3.2%
CC(O)CNC12CC3CC(CC(C3)C1)C2 (configuration not stated)
    15.1% | ? | 0.9% | 34.0 | 12.0% | -13.4% | . | -26.6% | -2.4%
O=C(NCc1ccncc1)/C(=C\c1ccc(F)cc1)NC(=O)c1ccccc1
    3.6% | 0.4% | 9.6% | -6.3 | . | 3.5% | i | -0.5% | 19.2%
CC(=O)NC(Cc1cccc(C)c1)C(=O)NC1CCN(C(=O)c2ccc([N+](=O)[O-])cc2)CC1 (configuration not stated)
    16.6% | -2.5% | 13.5% | 4.3 | . | 8.5% | i | -2.8% | 1.0%
CC(C)c1ccc(-c2noc(C3CCCN(S(C)(=O)=O)C3)n2)cc1 (configuration not stated)
    4.7% | 16.9% | 2.3% | -18.5 | 12.1% | 20.6µM* | i | -1.5% | 1.2%
CC(C)(C)NC(=O)CSc1nc2ccccc2n1-c1ccccc1
    -15.8% | -10.2% | -7.9% | -6.6 | 3.8% | -3.0% | i | 12.1% | -17.1%
CCC(c1nnnn1C(C)(C)CC)N(CCN1CCOCC1)Cc1cc2cc(C)ccc2[nH]c1=O (configuration not stated)
    -13.0% | 12.5% | -7.0% | 0.0 | -0.4% | 18.2% | i | -1.1% | 6.9%
O=C(Nc1ccc(Cl)cc1)c1ccc(-n2cccn2)c([N+](=O)[O-])c1
    -26.3% | ? | -27.8% | -21.0 | -4.8% | ? | i | 3.8% | ?
CCOC(=O)Nc1cccnc1Sc1ccc(Cl)cc1
    0.2% | 1.4% | -3.1% | -9.3 | -3.1% | -3.5% | i | -4.6% | 1.0%

In a second layout: two of the compounds above
smiles,HepG2 tox,MCF10A rerep,HT1080 IDH1KD tx,IL-1B inflam inh,ATXN2 expr inh,KB-3-1 tox,S2 tox,SW480 rerep,HT1080NT lethal
COc1ccc(NC(=O)CN(C)C(=O)CCNC(=O)Nc2ccccc2)cc1,10.8%,-1.5%,-0.2%,13.8,0.2%,-2.8%,i,6.6%,-3.2%
CC(O)CNC12CC3CC(CC(C3)C1)C2 (configuration not stated),15.1%,?,0.9%,34.0,12.0%,-13.4%,.,-26.6%,-2.4%

New compounds follow.
Fields – HepG2 tox | MCF10A rerep | HT1080 IDH1KD tx | IL-1B inflam inh | ATXN2 expr inh | KB-3-1 tox | S2 tox | SW480 rerep | HT1080NT lethal
FC(F)(F)c1cccc(NC(=S)NCCc2ccccn2)c1
    -29.7% | 2.5% | -1.7% | -16.2 | -12.0% | -13.8% | i | 3.1% | 3.0%
COC(=O)[C@@]12C[C@@H](CC(=O)NCCCCc3ccccc3)C(=O)N(Cc3cccc4ccccc34)C1=CCC(C)(C)C2
    . | . | -28.6% | ? | . | ? | . | . | ?
CCOC(=O)N1CCN(C(=O)CS(=O)(=O)Cc2nc(-c3cccc(OC)c3)oc2C)CC1
    -1.3% | 1.1% | -11.2% | 48.8 | -12.3% | -7.1% | i | 1.1% | -0.1%
O=C1c2cccnc2C(=O)N1CO
    12.7% | -1.2% | 1.1%[9.24 µM] | -18.3 | -2.0% | 18.6% | i | -5.5% | 9.4%
Cc1ccc(C)c(Nc2nc(-c3ccncc3)nc3ccccc23)c1
    -3.3% | 0.9% | -4.4% | 12.8 | . | -5.0% | i | ? | -15.2%
Cc1ccc(C(=O)c2cn(Cc3ccccc3C)c3nc(C)ccc3c2=O)cc1
    -22.3% | . | . | . | ? | 1.5% | ? | . | .
O=Cc1ccc(OCc2ccccn2)cc1
    0.5% | -1.1% | 11.6% | 14.8 | 4.2% | 2.2% | ? | -5.1% | 12.3%
O=C1CCN(CCc2ccccc2)CCN1[C@H](CSc1ccccc1)Cc1ccccc1
    -2.5%&-27.8% | ? | -13.4% | -64.3* | -25.5% | ? | ? | ? | -23.4%
COc1cccc2c1O/C(=N\O)C(C(=O)Nc1ccc(C)cc1)C2 (configuration not stated)
    -5.8% | 18.4µM* | 14.6µM* | 0.0 | 6.1% | 4.11µM* | i | ? | ?
NC(=O)CC(c1ccccc1)c1ccco1 (configuration not stated)
    -7.6% | -0.4% | 1.2% | 20.1 | 5.8% | 2.6% | i | -1.5% | 13.3%
Cc1ccc2nc(-c3ccc(N4CCOCC4)cc3)c(Nc3ccccc3C)n2c1
    -97.6% | . | . | . | -31.2% | -9.2% | ? | . | .
Cc1ccc(OCC(O)CN2CCN(CC(O)COc3ccc(C)cc3Cl)CC2)c(Cl)c1 (configuration not stated)
    -6.3% | 18.7% | -1.1% | 4.5 | ? | 1.0% | ? | 11.6% | 9.6%
CN1CCN(S(=O)(=O)c2ccc(NCc3ccc4c(c3)OCO4)nc2)CC1
    1.6% | 14.2% | -13.0% | -3.0 | -7.7% | 10.7% | i | -15.9% | -15.3%
N#Cc1ccc(OCC(=O)N/N=C2/CC(c3ccccc3)Oc3ccccc32)cc1 (configuration not stated)
    1.6% | ? | -6.1% | -16.2 | -20.5% | 3.7% | i | 0.8% | -2.0%
O=C(Cn1cc([N+](=O)[O-])cn1)Nc1ccn(Cc2c(F)c(F)cc(F)c2F)n1
    -9.5% | -9.9% | 1.4% | 0.0 | -9.1% | 1.1% | i | -6.9% | -1.0%
CC(=O)CSc1nnc(CSc2ncccn2)n1C1CCCCC1
    -8.6% | 4.8% | 0.1% | -8.6 | 1.5% | 0.7% | i | -2.3% | 1.8%
CN(C)CCCn1c(=O)n(Cc2ccco2)c(=O)c2c3c(sc21)CCCCC3
    12.6µM* | 9.9% | ? | . | -17.2% | 2.3% | i | -52.3%[inhibitor] | ?
CCn1c(C)nc2cc(C(=O)N/N=C/c3cccc(O)c3O)ccc21
    7.2% | ? | ? | 107.7 | ? | -20.9% | i | ? | ?
O=C(c1cc(COc2ccc(F)c(F)c2)on1)N1CCN(C/C=C/c2ccccc2)CC1
    -32.7% | ? | ? | -26.3 | 3.5% | 0.0% | i | -7.9% | ?
COc1ccc(Cl)cc1C=CC=Nc1ccccc1O
    -90.9% | ? | -17.9% | ? | 3.2% | 3.8% | i | ? | -13.3%

The last 3 entries of the section above are carried over, then new ones follow.
Fields – HepG2 tox | MCF10A rerep | HT1080 IDH1KD tx | IL-1B inflam inh | ATXN2 expr inh | KB-3-1 tox | S2 tox | SW480 rerep | HT1080NT lethal
CCn1c(C)nc2cc(C(=O)N/N=C/c3cccc(O)c3O)ccc21
    7.2% | ? | ? | 107.7 | ? | -20.9% | i | ? | ?
O=C(c1cc(COc2ccc(F)c(F)c2)on1)N1CCN(C/C=C/c2ccccc2)CC1
    -32.7% | ? | ? | -26.3 | 3.5% | 0.0% | i | -7.9% | ?
COc1ccc(Cl)cc1C=CC=Nc1ccccc1O
    -90.9% | ? | -17.9% | ? | 3.2% | 3.8% | i | ? | -13.3%
Cc1cc2n(n1)CCC(=O)N2Cc1ccc(C(=O)Nc2cccc(C(F)(F)F)c2)cc1
    -33.8% | . | . | . | 0.0% | 0.4% | i | . | .
COc1cc2c(cc1OC)C(=O)C(Br)CC2 (configuration not stated)
    15.8µM* | . | ? | 1.7 | . | ? | ? | . | ?
CNC(=S)Nc1ccc(Nc2ccccc2)cc1
    -16.5% | -5.1% | 15.5% | -2.6 | 1.5% | 1.7% | i | 1.7% | -8.7%
CCC(C)(C)NC(=O)C(c1ccc(OC)cc1)N(C(=O)CCC(=O)Nc1cc(C)on1)c1ccc2c(c1)OCCO2 (configuration not stated)
    -28.5% | 1.5% | -20.8% | -7.7 | 6.3% | 2.8% | i | -6.4% | ?
CC/C(=N\NC(=O)C(N)=O)c1ccccc1O
    -28.3% | 5.8% | -19.8% | 0.0 | -11.3% | -28.9% | i | -40.9%[inhibitor] | -3.9%
CCC(OC(=O)c1nsc(Cl)c1Cl)C(=O)NC(C)(C)CC (configuration not stated)
    -6.6% | 0.5% | 1.7% | 11.9 | -4.6% | -7.4% | i | -4.4% | 5.3%
CCCCCCCCCCCCN1[C@@H](CC(C)=O)c2cc(F)ccc2S1(=O)=O
    -62.2% | 3.9% | 8.2% | 0.0 | 7.8% | -6.5% | i | -10.3% | 13.3%
Cn1c(=O)n(C)c2cc([N+](=O)[O-])c(N3CCN(C(=O)c4ccccc4)CC3)cc21
    6.1% | -2.1% | 3.0% | 10.2 | 2.4% | -2.4% | i | -1.9% | -4.1%
O=C(NC1CCCCC1)c1ccc(S(=O)(=O)N2CCCCC2)cc1
    -9.5% | 10.2% | 4.9% | 5.2 | -5.0% | 0.1% | i | -0.7% | 3.4%
COc1ccc(S(=O)(=O)N2CCSCC2)cc1C(N)=O
    -5.2% | -4.3% | 2.9% | 9.0 | -3.3% | 20.3% | i | 1.6% | 2.6%
Cc1ccc(CN2CCCn3nc(C(=O)NCc4ccc(OC(C)C)cc4)cc3C2=O)cc1
    -27.8% | . | . | . | -11.6% | ? | ? | . | .
COc1ccc(NC(=O)COc2ccccc2C(N)=O)cc1S(=O)(=O)N1CCCCC1
    3.5% | . | 14.1% | 28.2 | . | 13.9% | ? | . | 0.3%
O=C(NCC1COc2ccccc2O1)Nc1ccccc1F (configuration not stated)
    -0.3% | 0.6% | -2.5% | ? | 1.1% | 14.3% | i | -12.6% | 4.4%
Cc1ccc2sc(NC(=O)c3ccc(N4C(=O)CCC4=O)cc3)nc2c1C
    -2.4% | 14.9% | 0.2% | 2.1 | -14.0% | 11.5% | i | -9.8% | -1.8%
